KOR beta-arrestin-1 – kappa opioid receptor blockers – cell-based, luminescence, uHTS (AID 1778); KOR beta-arrestin recruitment, luminescence, antagonist mode; higher % means a stronger effect; inhibition, % at 10 µM, or IC50 in µM where a hit was titrated; 290,000 tested, 0.091% active; in the data active = inhibition above about 50%; note: strong numbers were not always called active
GPR35 antagonists – GPR35 antagonists blocking zaprinast-driven arrestin recruitment, primary screen, imaging, U2OS, beta-arrestin-GFP, zaprinast agonist (AID 2058). U2OS GPR35 beta-arrestin-GFP translocation imaging, zaprinast antagonism; higher % means a stronger effect. one-dose inhibition, % at 10 µM; IC50 in µM for titrated hits. 290,000 tested, 0.052% active;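 active = inhibition of at least 50% with at least 30 cells and total cytoplasm GFP at most 10,000,000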
NTR1 ag – agonists of NTR1, primary screen, imaging, U2OS cells, beta-arrestin-GFP, high content (AID 493036); P30989; NTR1-U2OS beta-arrestin-GFP spot imaging, agonist mode; activation, % at 20 µM; 330,000 tested, 0.17% active;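 active = activation at or above 40% of the spot to cytoplasm intensity ratio, with at least 20 cells analyzed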;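 note: 0% = DMSO without peptide and 100% = 100 nM NTR1 peptide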
Target sequence (P30989 whole entry, looked up): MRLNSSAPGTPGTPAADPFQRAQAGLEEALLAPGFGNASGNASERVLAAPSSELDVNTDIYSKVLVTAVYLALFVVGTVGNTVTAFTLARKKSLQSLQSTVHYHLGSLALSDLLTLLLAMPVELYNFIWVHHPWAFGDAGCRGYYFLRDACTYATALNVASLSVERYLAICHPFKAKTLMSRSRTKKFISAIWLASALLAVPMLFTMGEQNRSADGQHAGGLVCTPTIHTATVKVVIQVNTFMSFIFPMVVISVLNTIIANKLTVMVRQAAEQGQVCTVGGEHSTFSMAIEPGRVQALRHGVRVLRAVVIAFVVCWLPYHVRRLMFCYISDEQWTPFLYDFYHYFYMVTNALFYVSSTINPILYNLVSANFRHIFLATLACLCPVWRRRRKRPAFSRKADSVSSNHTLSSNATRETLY
MgcRacGAP inhibition – MgcRacGAP GTPase-activating activity inhibitors, confirmation, biochemical, ADP Hunter fluorescence. MgcRacGAP-stimulated Rac1 GTP hydrolysis, ADP Hunter fluorescence; higher % means a stronger effect; GST-tagged Rac1 F28L mutant substrate. one-dose inhibition, % at 30 µM; IC50 in µM for titrated hits. 340,000 tested, 0.6% active. AID 624330;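 active = first-screen hits whose inhibition reached a set limit at any dose in the follow-up dose series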;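 note: fluorescence reports GDP produced by GAP-driven GTP hydrolysis; strong numbers were not always called active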
KOR beta-arrestin-2 – kappa opioid receptor activators – cell-based, luminescence, uHTS, primary screen (AID 1777) | KOR beta-arrestin recruitment, luminescence; higher % means a stronger effect | activation, % at 10 µM; hits with a dose series show EC50 in µM | 280,000 tested, 0.02% active; in the data active = activation above about 50%, passing the limit was not always enough; note: a part of the inactive calls stands beside numbers as strong as those of hits
K1F lysis inhibition – inhibition of K1F phage lysis, E. coli UTI89, bacterial capsule biogenesis inhibitors, alamar blue (AID 488966). E. coli UTI89 K1F phage lysis, alamar blue, 2 h; higher % means a stronger effect. one-dose inhibition, % at 100 µM; IC50 in µM for titrated hits. 340,000 tested, 0.02% active;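 active = phage lysis inhibition, versus mean bacterial control, above a set limit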;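 note: capsule biogenesis inhibitors block K1F phage lysis so surviving cells raise fluorescence; higher fluorescence means more inhibition of phage lysis; actives were called in the ten point dose series up to 300 µM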
NOD1 NF-kB reporter – inhibition of NOD1-driven NF-kB reporter – cell-based, luminescence, uHTS, primary screen (AID 1578); NOD1-driven NF-kB luciferase reporter cells, luminescence; higher % means a stronger effect; one-dose inhibition, % at 4 µM; EC50 in µM for titrated hits; 290,000 tested, 1% active; in the data active = inhibition mostly above about 36%, no sharp cut-off; inactive = mostly below about 34%;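 note: HEK-293T reporter cells stimulated with the NOD1 agonist gamma-tri-DAP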
GPR55 LPI antagonism – GPR55 antagonists blocking LPI-driven arrestin recruitment, primary screen, imaging, U2OS, beta-arrestin-GFP, LPI agonist (AID 2013). U2OS GPR55 beta-arrestin-GFP translocation imaging, LPI antagonism; higher % means a stronger effect. inhibition, % at 10 µM, or IC50 in µM where a hit was titrated. 290,000 tested, 0.13% active;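 active = spots per cell inhibited over 60%, with over 100 cells counted and total cytoplasm intensity under 500,000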;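 note: U2OS cells stably carrying GPR55 and arrestin-GFP stimulated by 5 µM LPI near EC80; imaged beta-arrestin-GFP aggregate spots per cell after agonist stimulation; plate controls were LPI-stimulated DMSO wells for no effect and DMSO wells without LPI for full effect; some results filed as inactive read as strong as hits; confirmed hits need IC50 under 10 µM and bright autofluorescent wells are also inconclusive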
GPR55 activation – selective activators of receptor GPR55 – imaging, U2OS cells, beta-arrestin-GFP redistribution, primary screen (AID 1961); 290,000 tested, 0.048% active; U2OS GPR55 beta-arrestin-GFP redistribution imaging; higher % means a stronger effect; one-dose activation, % at 10 µM; EC50 in µM for titrated hits;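 active = activation above 40% with more than 50 cells counted in the well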;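 note: U2OS osteosarcoma cells stably expressing GPR55 and beta-arrestin-GFP; plate controls were DMSO negative control for no effect and LPI positive control for full effect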
NTR1 ag cell count 20 µM – recorded beside NTR1 ag, whose call it bears; cell count; measured here: cell count, cytotoxicity flag
An asterisk follows results filed as active; · = no result given; [ ] = another dose, or the depositor's remark.

smiles	KOR beta-arrestin-1	GPR35 antagonists	NTR1 ag	NTR1 ag cell count 20 µM	MgcRacGAP inhibition	KOR beta-arrestin-2	K1F lysis inhibition	NOD1 NF-kB reporter	GPR55 LPI antagonism	GPR55 activation
CCN(C(=O)COC(=O)c1ccc(OCc2c(C)noc2C)cc1)c1ccccc1	-14%	-2%	0.6	45	2%	0.7%	1.7%[50 µM]	0%	2%	0.0%
Cc1ccc(CN(C)C(=O)c2ccccc2Sc2ccccc2C#N)cc1	-4%	6%	1.8	55	14%	6.2%	-0.2%	10%	-4%	0.0%
C=CCn1c(C2CCCCC2)n[nH]c1=S	14%	1%	-1.6	58	-3%	-4.6%	0.2%	-12%	-3%	0.2%
COc1ccccc1N1CCN(C(=O)c2cccc(NC3=NC4CS(=O)(=O)CC4S3)c2)CC1 (stereo not drawn)	14%[20 µM]	1%	-1.7	62	3%	-0.1%	1.3%	-20%	-5%	0.4%
CCC(C)(C)n1nnnc1C(c1ccc(C)cc1)N1CCN(Cc2ccc3c(c2)OCO3)CC1 (stereo not drawn)	4%	-11%	-0.1	86	1%	-6.7%	1.1%	-12%	16%	-0.3%
C=CCN(CC=C)CC(O)CN(c1cc([N+](=O)[O-])ccc1OC)S(=O)(=O)c1ccccc1 (stereo not drawn)	-16%	-2%	-0.6	68	11%	1.3%	0.3%	-19%	4%	-0.3%
O=C(NNc1ccc([N+](=O)[O-])cc1[N+](=O)[O-])C1C2CCCCC21 (stereo not drawn)	4%	-4%	0.9	93	2%	-4.3%	0.0%	-13%	8%	0.1%
CCCCCCC(=O)N(O)C1CC(=O)N(c2ccc(Br)cc2)C1=O (stereo not drawn)	4%	-2%	-1.5	57	-5%	-2.3%	-0.8%	-4%	4%	0.2%
COCCCNC(=O)C1CCC(CNS(=O)(=O)c2ccc(OC)cc2)CC1 (stereo not drawn)	21%	-18%	1.9	65	3%	1.4%	0.5%	-22%	6%	2.2%
COc1ccc(S(=O)(=O)N2CCOCC2)cc1C(C)C	8%	8%	0.8	69	6%	-3.0%	-0.6%	-4%	2%	-0.1%
COc1ccc(CNCCC(c2ccc(OC(C)C)cc2)c2ccccc2OC)cc1 (stereo not drawn)	-24%	4%	24	41	3%	-2.0%	0.1%	-1%	64%	-0.1%
Cc1cccc(C)c1OCc1cc(C(=O)N2CCN(Cc3nccn3C)CC2)no1	-30%	-4%	0.5	50	3%	-1.1%	5.2%	-13%	-2%	-0.1%
CC1(C)CC(=O)C(CC2CCCCC2=O)C(=O)C1 (stereo not drawn)	5%	-8%	-0.3	43	-16%	0.8%	-2.7%	0%	11%	-0.1%
COc1cc2c(cc1OC)CN(C(=O)c1ccc([N+](=O)[O-])o1)CC2	14%	-3%	1.6	54	14%	-7.0%	0.6%	1%	0%	0.2%
C/C(=C(\C#N)C(=O)NC1CCCCC1)N(C)C	-19%	25%	-0.8	36	13%	-0.2%	0.6%	15%	13%	0.1%
COCCN(CCOC)Cc1c(O)ccc2c1O/C(=C\c1ccco1)C2=O	-13%	-2%	-1.1	89	16%	-1.0%	0.5%	1%	7%	-0.1%
O=[N+]([O-])c1ccc(-c2nc(NCC3CCCO3)c3ccccc3n2)cc1 (stereo not drawn)	17%	-1%	11	52	4%	3.2%	0.9%	-6%	-4%	-0.1%
CCN=C1SC(CC(=O)Nc2ccc3c(c2)OCO3)C(=O)N1CC (stereo not drawn)	-10%[20 µM]	14%	-0.7	92	11%	0.4%	0.2%	-32%	-2%	0.2%
O=c1c(/C=N/O)coc2ccc(Cl)cc12	-7%	-2%	0.5	44	2%	-1.0%	-1.6%	-1%	-10%	0.3%
COc1ccc(NC(=O)CCC(=O)N/N=C/c2cccnc2)cc1	-2%	20%	-1.2	65	-5%	9.0%	0.1%	-16%	13%	0.0%
CCOc1ccc(-c2c(C(=O)N/N=C/c3ccco3)nnn2-c2nonc2N)cc1	-20%	10%	2.1	65	-33%	-1.7%	-0.2%	-7%	20%	-0.1%
COc1ccc(C(=O)O/N=C(\N)c2ccc(Cl)cc2)cc1	0%	-13%	-1.1	35	11%	-1.1%	0.3%	-2%	-7%	-0.1%
Cc1ccccc1NC(=O)Nc1c(C)n(C)n(-c2ccccc2)c1=O	-5%	-3%	0.0	47	6%	0.6%	2.5%[50 µM]	-10%	0%	-0.1%
O=C(CSC1=NC(=O)C(c2ccccc2)C(=O)N1)Nc1ccccc1[N+](=O)[O-] (stereo not drawn)	18%	8%	0.8	95	12%	-5.7%	-0.2%	2%	5%	0.2%
CCCC(=O)N1CC2(CCC)CN(C(=O)CCC)CC(CCC)(C1)C2=O	-12%	8%	-0.3	52	11%	-1.2%	0.0%	-4%	14%	-0.3%
O=C(c1cccc(C(F)(F)F)c1)N1CCC(O)(CS(=O)(=O)Cc2ccc(Cl)cc2)CC1	13%	1%	0.2	97	5%	1.4%	0.8%	-13%	-5%	-0.3%
O=C(NCCc1ccccc1)c1n[nH]c(=O)c2ccccc12	-37%[20 µM]	17%	1.4	26	7%	·	0.1%	-27%	11%	-0.1%
COc1ccc(C(=O)C2CCN(CC(=O)NCc3ccccc3)CC2)cc1	-32%	3%	-0.3	37	5%	6.6%	0.3%	-11%	4%	0.8%
CCc1ccc(NC(=O)C2CCCN(S(=O)(=O)c3cccs3)C2)cc1 (stereo not drawn)	-6%	6%	3.2	53	7%	-1.1%	-0.3%	12%	4%	-0.2%
COc1ccccc1CCNC(=O)c1csc2c1CCCC2	-45%	-4%	-1.1	55	6%	-1.6%	0.2%	-47%	11%	-0.1%
O/N=C1\CCCc2oc3c(c21)CCCC3	-51%	-2%	1.1	77	4%	1.7%	-5.2%	-4%	-4%	0.5%
CCOC(=O)c1sc(-n2[nH]c(C)cc2=O)nc1C	0%	0%	2.9	57	10%	-1.9%	2.3%	26%	6%	0.0%
Cc1nn(C)cc1/C=N/NC(=O)c1sc2ccccc2c1Cl	-41%	26%	-2.2	72	8%	1.4%	11%	13%	8%	0.0%
CN(C)C(=O)/C(C#N)=C\c1cc(Br)c(Sc2ccc(Cl)cc2)o1	-7%	18%	·	·	12%	-3.6%	-0.4%[50 µM]	44%	4%	-0.3%
Cn1nc(-c2ccccc2)c(CN2CCN(c3ncccn3)CC2)c1Cl	-10%	8%	1.3	53	3%	-2.5%	0.9%	-21%	-2%	-0.2%
O=C(C1=C[C@@H](C2CCCCC2)C[C@@H](OCCCCO)O1)N1CCN(Cc2ccccc2)CC1	-20%	-3%	5.9	59	4%	-3.1%	1.4%	-7%	4%	-0.2%
O=C(CC(CC(=O)c1ccccc1)c1ccccc1)c1ccccc1	4%	-2%	0.8	98	9%	-4.9%	-0.1%	-4%	-10%	0.0%
CCn1cc(C(=O)Nc2ccc3c(c2)OCCO3)c2cc(OC)c(OC)cc2c1=O	-4%	0%	-1.3	52	5%	3.0%	-0.6%	-11%	23%	0.3%
COc1ccc(N2CCN(C(CNC(C)=O)c3ccc4c(c3)OCO4)CC2)cc1 (stereo not drawn)	-48%	-9%	3.7	33	12%	1.5%	0.2%	-6%	-24%	-0.2%
O=C(N/N=C/c1cccnc1)c1ccccc1OCc1ccc(Br)cc1	-28%	12%	1.8	36	7%	2.5%	0.3%	29%	6%	1.1%

Entries of single compounds, looked up by structure. Values in the order: KOR beta-arrestin-1	GPR35 antagonists	NTR1 ag	NTR1 ag cell count 20 µM	MgcRacGAP inhibition	KOR beta-arrestin-2	K1F lysis inhibition	NOD1 NF-kB reporter	GPR55 LPI antagonism	GPR55 activation
COc1ccc(C(=O)C2CCN(CC(=O)NCc3ccccc3)CC2)cc1 in the list: -32%	3%	-0.3	37	5%	6.6%	0.3%	-11%	4%	0.8%
O=C(NCCc1ccccc1)c1n[nH]c(=O)c2ccccc12 in the list: -37%[20 µM]	17%	1.4	26	7%	·	0.1%	-27%	11%	-0.1%

(further entries)
smiles	KOR beta-arrestin-1	GPR35 antagonists	NTR1 ag	NTR1 ag cell count 20 µM	MgcRacGAP inhibition	KOR beta-arrestin-2	K1F lysis inhibition	NOD1 NF-kB reporter	GPR55 LPI antagonism	GPR55 activation
CCOC(=O)c1sc(=S)n(C)c1N	-12%	-16%	2.1	38	10%	0.4%	0.5%	-22%	-2%	-0.2%
CC(=O)Nc1ccc(-c2cc(-c3ccc(NC(C)=O)cc3)nc(-c3ccccc3)n2)cc1	-32%	6%	0.6	45	12%	6.7%	-0.7%	-4%	9%	0.3%
COc1ccc2[nH]c(C(=O)NCCCn3ccnc3)cc2c1	18%	-8%	-0.8	93	12%	-3.8%	0.2%	-14%	10%	0.4%
O=C(CN1CCCCC1)Nc1cccc2c1OCO2	-31%	0%	-1.3	41	9%	2.0%	1.4%	-24%	13%	0.0%
O=C(COC(=O)CCSc1ccccc1Cl)NCc1ccco1	21%	-5%	0.9	63	4%	-0.1%	0.6%	-35%	3%	0.1%
CCOC(=O)c1c(NC(=O)CSc2nnc(Cc3ccccc3)o2)sc(C)c1C	5%	-16%	3.9	44	12%	-0.3%	1.3%	-6%	-5%	-0.3%
COc1ccc(C(=O)NC(C)c2cnn(-c3ccccn3)c2C)o1 (stereo not drawn)	-4%	-4%	1.0	55	7%	-1.3%	0.0%	-39%	15%	-0.1%
CCCCCOC(=O)Nc1ccc(S(=O)(=O)Nc2cccc([N+](=O)[O-])c2)cc1	11%	-5%	6.3	57	8%	1.3%	0.5%[50 µM]	-6%	34%	-0.2%
CCOC(=O)c1ccccc1NS(=O)(=O)c1c(C)nc2sccn2c1=O	-25%[20 µM]	-2%	2.3	16	7%	-7.5%	0.0%	-1%	9%	0.3%
COC(=O)c1ccccc1NC(=O)CSc1nnc(C(C)NC(=O)c2ccc(Cl)cc2Cl)n1C (stereo not drawn)	-4%	9%	1.2	85	-1%	-1.9%	-0.7%	-17%	4%	-0.2%
COc1cc(C(=O)OCC(=O)N2CCCCC2C)cc(NC(=O)c2cccs2)c1OC (stereo not drawn)	4%	-5%	0.4	50	11%	-5.6%	-0.2%	15%	97%	-0.5%
CCc1nonc1NC(=O)c1oc2c(C)c(C)ccc2c1C	-58%	-5%	3.0	64	12%	7.2%	0.5%	-2%	10%	-0.1%
COc1ccc(CN2CCNC(=O)C2CC(=O)N(C)Cc2cc(C)no2)cc1OC (stereo not drawn)	0%	-25%	0.5	60	8%	-1.2%	-0.1%	-8%	1%	-0.1%
Cc1ccc(/C=N/c2sc3c(c2C#N)CCC3)s1	8%	19%	1.8	49	2%	-2.3%	0.1%	-29%	-3%	0.2%

High-throughput results deposited in PubChem BioAssay by several laboratories.

Not all compounds are listed (hit frequency here may not be typical).
